Source: PubChem (several laboratories)
MEP2-GFP yeast = modulators of TOR pathway MEP2-GFP in S. cerevisiae | S. cerevisiae MEP2-GFP strain, flow cytometry GFP, 3 h; 100% = DMSO control level | GFP response vs DMSO, % at 10 µM | 330,000 tested, 0.51% active | AID 2016;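 active = GFP response versus DMSO above a set limit, roughly screen mean plus 3 SD, cut at about 180% in these data; inconclusive = fewer than 70 cells counted for a yeast strain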;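 note: median GFP fluorescence of the barcode-gated MEP2-GFP cells per well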
AHR activator = activates the human aryl hydrocarbon receptor; P35869; AHR-responsive luciferase reporter cells, luminescence; activation, % at 5 µM; 320,000 tested, 2.5% active; AID 2796; in the data active = activation above about 47%;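 note: 0% = vehicle wells and 100% = reference agonist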
GASC-1 inh = human JMJD2C demethylase inhibition. Q9H3R0. GST-JMJD2C(1-420) H3K9me3 demethylation, DELFIA europium. inhibition, % at 2.35 µM. 330,000 tested, 0.069% active;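 active = more than half of a compound's replicate wells show inhibition beyond 50%, single wells judged on their own value; inconclusive = some, but no more than half, of replicates pass 50% inhibition; inactive = no replicate passes 50% inhibition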;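 note: signal counts dimethyl H3K9 product captured on neutravidin plate; 0% = median of DMSO wells and 100% = 0.3 times that DMSO median; strong numbers were not always called active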
Target sequence (Q9H3R0 1-420 limits assumed): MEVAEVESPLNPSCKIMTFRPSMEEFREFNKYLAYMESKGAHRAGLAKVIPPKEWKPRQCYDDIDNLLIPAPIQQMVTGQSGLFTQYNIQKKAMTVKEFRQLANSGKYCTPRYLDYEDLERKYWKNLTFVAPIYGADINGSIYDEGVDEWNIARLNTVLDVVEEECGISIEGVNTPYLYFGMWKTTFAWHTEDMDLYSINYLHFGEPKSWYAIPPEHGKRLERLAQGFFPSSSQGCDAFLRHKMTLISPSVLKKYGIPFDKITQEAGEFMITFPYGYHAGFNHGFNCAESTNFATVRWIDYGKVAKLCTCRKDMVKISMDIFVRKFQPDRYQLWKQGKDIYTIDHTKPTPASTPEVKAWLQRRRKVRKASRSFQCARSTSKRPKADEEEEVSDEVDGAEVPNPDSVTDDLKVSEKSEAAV
proCasp3 act = procaspase-3 (human) activation; recombinant procaspase-3 D3A, Ac-DEVD-pNA absorbance 405 nm; 330,000 tested, 0.11% active; P42574; AID 463141; activation, % at 8.5 µM;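 active = activation above the mean of all tested compounds plus 3 SD, cut at about 21% in these data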;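 note: 0% = DMSO alone and 100% = DMSO wells spiked with extra 5 µM PC-3 D3A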
Target sequence (P42574 whole entry D9A/D28A/D175A): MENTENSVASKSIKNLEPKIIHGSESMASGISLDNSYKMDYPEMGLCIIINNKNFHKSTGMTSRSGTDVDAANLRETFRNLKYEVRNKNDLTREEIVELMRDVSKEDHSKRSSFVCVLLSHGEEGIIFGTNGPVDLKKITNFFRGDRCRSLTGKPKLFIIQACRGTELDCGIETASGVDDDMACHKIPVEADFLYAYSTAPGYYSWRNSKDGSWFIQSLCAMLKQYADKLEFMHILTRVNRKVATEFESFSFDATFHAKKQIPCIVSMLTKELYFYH
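System: Procaspase-3 D3A mutant. Medium: Zinc-free 300 mM NaCl, 50 mM HEPES, 0.01% Triton X-100. Schedule: 1 h preincubation plus 2 h reaction at 25 °C. Measured by: 405 nm absorbance of p-nitroaniline, reads at 0 and 120 min. Read-out: percent activation relative to control range.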
procasp7 counter = counter-screen for procaspase-3 activators: activators of human procaspase-7 | P55210 | recombinant procaspase-7, Ac-DEVD-pNA absorbance 405 nm; D23A/D198A/D206A triple mutant, cannot self-cleave; scale: DMSO 0, 5 µM enzyme 100 | activation, % at 8.5 µM | 330,000 tested, 0.093% active | AID 463210;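 active = percent activation above the screen-wide mean plus 3 SD, cut at about 25% in these data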
Target sequence (P55210 whole entry D23A/D198A/D206A): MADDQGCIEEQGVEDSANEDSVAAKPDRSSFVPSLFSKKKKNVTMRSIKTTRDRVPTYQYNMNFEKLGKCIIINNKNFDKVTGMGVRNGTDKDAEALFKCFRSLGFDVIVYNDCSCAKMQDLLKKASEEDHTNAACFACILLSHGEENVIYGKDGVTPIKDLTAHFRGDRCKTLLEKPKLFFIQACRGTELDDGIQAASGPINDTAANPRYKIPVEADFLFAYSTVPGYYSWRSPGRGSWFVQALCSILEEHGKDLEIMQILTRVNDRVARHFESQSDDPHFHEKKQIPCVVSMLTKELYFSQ
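Assay system: Uncleavable procaspase-7 mutant enzyme; Input: 2 µM procaspase-7 mutant as dispensed; Also added: DEVD-pNA substrate; Medium: Zinc-free HEPES pH 7.4 with 300 mM NaCl, 0.01% Triton X-100; Timing: 1 h compound preincubation, 2 h substrate cleavage, 25 °C; Measured by: Epi-absorbance of released pNA at 405 nm, two timepoints.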
LAP4-GFP MLPCN = modulators of TOR pathway LAP4-GFP in S. cerevisiae. S. cerevisiae LAP4-GFP multiplex, flow cytometry GFP, 3 h; median GFP as percent of DMSO wells. GFP response vs DMSO, % at 10 µM. 320,000 tested, 0.34% active. AID 2023;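 active = GFP response vs DMSO above a set limit, about the screen mean plus 3 SD, cut at about 150% in these data; inconclusive = under 70 cell events counted for the yeast strain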
Yeast superoxide = yeast age-related superoxide inhibition as caloric restriction mimetic; superoxide response (% of plate mean), % at 10 µM; S. cerevisiae aged cells, superoxide DHE fluorescence; stronger effect = lower value; 330,000 tested, 0.18% active;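 active = superoxide response under a set limit, about three screen SD below normal, cut at about 65% in these data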;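 note: yeast aged for seven days with compound at 30 °C before DHE staining; 100% = average MFI of all compound-treated wells on the plate with controls excluded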
RPL19A-GFP yeast = yeast TOR pathway RPL19A-GFP modulation. S. cerevisiae RPL19A-GFP strain, flow cytometry, 3 h; stronger effect = lower value. AID 2025. percent response vs DMSO, % at 10 µM. 330,000 tested, 0.3% active;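 active = percent response vs DMSO below 50%; inconclusive = fewer than 70 events counted for the yeast strain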;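 note: median channel GFP fluorescence of the barcoded RPL19A-GFP strain; ratio of sample median GFP to plate DMSO average so 100% = DMSO; lower means less RPL19A-GFP as with rapamycin TOR inhibition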
The depositor's hits bear a star; i = inactive; ? = inconclusive; . = not tested or not shown; & = joins results of further samples; [ ] = remark or other dose.

SMILES	MEP2-GFP yeast	AHR activator	GASC-1 inh	proCasp3 act	procasp7 counter	LAP4-GFP MLPCN	Yeast superoxide	RPL19A-GFP yeast
Cc1ccnc(NC(=O)c2ccc(Cl)c([N+](=O)[O-])c2)c1	102	104*	-2	9	15	108	103	99
COc1ccc(-c2[nH]c(-c3cccc(OC)c3)nc2SCC(=O)NCc2ccco2)cc1	108	77*	5	-12	-1	98	103	101
Cc1ccc(S(=O)(=O)N(C(=N)N)c2nc(N(C)C)nc(N(C)C)n2)cc1	105	6	-2	3	4	105	95	101
Cc1nc2c(cc(Oc3ccc(S(=O)(=O)N4CCOCC4)cn3)c3ccsc32)s1	100	15	6	2	2	101	95	101
CC(C)CNC(=O)CC(=O)NN=C1CCCC1	94	7	5	3	6	87	97	101
CC(=O)Nc1ccc(S(=O)(=O)N2CCN(c3cc(C(F)(F)F)ccn3)CC2)cc1	100	-2	4	6	7	107	86	98
C/C=C/c1ccccc1OCc1ccc(C(=O)OC)o1	104	0	-2	3	2	108	101	101
CCCCc1ccc(NC2=NCC(=O)N2CCc2ccccc2)cc1	91	10	-20	-3	-5	89	103	99
COc1ccc([C@H]2CC(=O)C=C(c3cc(Cl)ccc3C)C2)cc1	101	0	5	-4	8	103	96	97
C/C(CC(=O)NC1CCCCC1)=N\NC(=O)Cc1ccc(-c2ccccc2)cc1	107	4	-1	6	4	102	84	110
COc1cc(C(=O)Nc2c(C)cc(C)cc2C)c(-n2cnnn2)cc1OC	100	6	10	0	-6	102	81	114
CCCSc1ccc([C@H]2N[C@@](C)(C(=O)OC)[C@H]3C(=O)N(C)C(=O)[C@@H]23)cc1	.	0	4	11	-4	.	.	.
CCS(=O)(=O)N1CCC(C(=O)OCC(=O)c2ccc(Br)cc2)CC1	86	4	0	-11	-3	96	107	101
O=C1CCCN1CCCNCC(=O)N1c2ccccc2Sc2ccccc21	105	-6	0	-9	-6	102	98	104
C/C(=N\NC(=O)CC(C)C)c1ccc(N2CCCCC2)cc1	111	3	12	6	4	104	105	102
COc1ccc(OC)c(N2C(=O)CC(Cc3ccc(C)cc3)C2=O)c1 (stereo not given)	87	4	5&6	-12	13	79	113	92
CC1(C)Cc2c(sc(NC(=O)C(=O)N3CCOCC3)c2C#N)CO1	110	-2	4	0	-13	106	i	99
Cc1ccc(C(=O)C(=S)N2CCOCC2)cc1	98	3	8	7	2	88	120	101
CCn1c(CNc2ccc(Cl)cc2)nnc1SCCN1CCCCC1	103	4	-3	2	9	104	78	98
O=C(CN1CCN(C(C(=O)Nc2ccc(F)cc2)c2ccccc2)CC1)NC1CC1 (stereo not given)	99	0	8	8	11	99	97	100
Cc1ccccc1Cn1cc(NC(=O)COc2ccccc2)cn1	110	15	5	0	3	109	104	97
CSCC[C@@H](C(=O)O)N1Cc2ccccc2C1=O	97	0	4	3	-1	102	120	100
N#Cc1c(N)nc2c(c1N)CC(C(F)(F)F)O2 (stereo not given)	91	1	-5	3	-1	90	93	98
Cc1c(C(=O)CN2CCOCC2)[nH]c2ccccc12	99	22	23	3	0	104	98	103
Cc1ccc(C)c(NC(=O)Cn2nnc(C(=O)NCc3ccco3)c2N)c1	98	6	1	2	8	96	109	100
CC(=O)Nc1ccc(N2S(=O)(=O)c3ccccc3S2(=O)=O)cc1	96	2	-6	0	3	97	115	99
CCN(C[C@H]1N[C@@](C)(C(=O)OC)[C@H]2C(=O)N(Cc3ccccc3)C(=O)[C@@H]12)C(=O)c1ccccc1	96	0	.	1	12	95	100	97
COc1ccc(-c2ccc(OC)c([C@H]3[C@@H]4C=CCC[C@@]4(C)C(=O)N3Cc3ccccc3)c2)cc1OC	92	4	-22	-4	-10	129	99	91
CSc1nnc(-c2ccc(S(=O)(=O)N3CCCCC3)cc2)o1	125[may fluoresce violet]	1	-1	5	-6	87[may fluoresce violet]	107	84[may fluoresce violet]
Cc1ccccc1Oc1nc2c(C)cccn2c(=O)c1/C=C(\C#N)C(=O)Nc1c(C)n(C)n(-c2ccccc2)c1=O	108	12	0	-10	-9	97	106	107

By substructure: the compounds so far containing an aryl thioether with sulfur outside any ring.
SMILES	MEP2-GFP yeast	AHR activator	GASC-1 inh	proCasp3 act	procasp7 counter	LAP4-GFP MLPCN	Yeast superoxide	RPL19A-GFP yeast
COc1ccc(-c2[nH]c(-c3cccc(OC)c3)nc2SCC(=O)NCc2ccco2)cc1	108	77*	5	-12	-1	98	103	101
CCCSc1ccc([C@H]2N[C@@](C)(C(=O)OC)[C@H]3C(=O)N(C)C(=O)[C@@H]23)cc1	.	0	4	11	-4	.	.	.
CCn1c(CNc2ccc(Cl)cc2)nnc1SCCN1CCCCC1	103	4	-3	2	9	104	78	98
CSc1nnc(-c2ccc(S(=O)(=O)N3CCCCC3)cc2)o1	125[may fluoresce violet]	1	-1	5	-6	87[may fluoresce violet]	107	84[may fluoresce violet]

The results go on.
SMILES	MEP2-GFP yeast	AHR activator	GASC-1 inh	proCasp3 act	procasp7 counter	LAP4-GFP MLPCN	Yeast superoxide	RPL19A-GFP yeast
COCCn1cnc2c(c1=O)c1nc3ccccc3nc1n2/N=C/c1ccco1	99	-8	6	5	-1	108	102	98
CC(C)c1ccc(C(C)NC(=O)C2CCCC2)cc1 (stereo not given)	99	0	0	-1	-2	97	87	102
C=C(C)Cn1c(NCCOC)nc2c1c(=O)[nH]c(=O)n2C	97	2	-1	-4	6	101	110	99
Cc1ccsc1C(=O)OCc1csc(-c2ccccc2)n1	112	18	-17	-3	2	101	97	105
CC(C)Oc1ccc(C2CC(=O)NC3=C2C(=O)CCC3)cc1 (stereo not given)	99	-1	7	8	-1	102	97	100
Cc1cc(C)c2nc(N3CCCC3)c(C#N)cc2c1	93	13	-23	-10	-5	87	97	91
CCOc1ccc2[nH]c(=O)c(C(c3nnnn3Cc3ccco3)N3CCN(C)CC3)cc2c1 (stereo not given)	92	4	5	-2	0	90	91	91
CCOc1ccc(N(CC(=O)Nc2cccnc2)S(C)(=O)=O)cc1	98	0	2	-3	-2	106	109	97
O=C(CNCc1ccccn1)N1CCc2ccccc2C1	88	4	17	-6	4	94	96	95
Cc1cc(NC(=O)CSc2nc(-c3ccc(Br)cc3)nc3c2c(=O)n(C)c(=O)n3C)no1	102	5	8	4	5	97	105	90
Cc1nn(CC(=O)NCc2ccccc2)c(C)c1[N+](=O)[O-]	99	-1	-5	0	3	97	106	98
COc1ccc(CCNC(=O)c2c(C)nn(CC(C)C)c2Cl)cc1	103	5	-3	1	-11	93	92	103
Cc1ccccc1C(=O)N1CCC(C(=O)NN2C(=O)NC3(CCCCC3)C2=O)CC1	101	0	1	-1	3	105	102	104
Cc1occc1C(=O)Nc1nnc(-c2ccncc2)s1	106	24	31	-2	-11	111	161	103
Nc1ccc(-c2ccc(N)c([N+](=O)[O-])c2)cc1[N+](=O)[O-]	?	-3	0	-10	-10	?	109	?
O=C(O)CN(C1CCCCC1)S(=O)(=O)c1ccc(F)cc1	107	-1	0	-1	3	107	97	107
Cc1ccc(Cl)cc1N1CCN(S(=O)(=O)c2cnc[nH]2)CC1	97	1	-16	5	0	93	99	96
Cc1ccc(S(=O)(=O)N(CC2CO2)c2ccccc2[N+](=O)[O-])cc1 (stereo not given)	93	2	-10	6	-7	95	97	94
CS(=O)(=O)N(CC(=O)NCc1ccco1)c1cccc([N+](=O)[O-])c1	88	-1	15	-1	3	103	104	90
CC(OC(=O)C1CCN(S(=O)(=O)c2ccc(F)cc2)CC1)C(=O)NC1CCCCC1C (stereo not given)	96	0	4	8	1	95	107	91
Cc1cc(C)nc(/N=C(\N)Nc2ccc(C)c([N+](=O)[O-])c2)n1	105	122*	-4	6	-7	99	108	102
O=C(N/N=C/c1ccc([N+](=O)[O-])o1)c1cccc(S(=O)(=O)N2CCOCC2)c1	108	0	30	-7	6	106	106	96
CC1(N2CCOCC2)CC2(O)C(=[N+]1[O-])CCc1c2no[n+]1[O-] (stereo not given)	104	1	7	4	4	100	104	100
Cc1nccc(-c2cccc(N/N=C(\C#N)C(=O)c3ccccc3)c2)n1	100	18	-3	-1	-18	96	99	96
Cc1ccc(S(=O)(=O)CNC(=S)c2ccc3ccccc3c2)cc1	101	-1	5	-11	-25	106	98	97
CC(C)N1CCN(Cc2ccc(OCc3ccccc3)cc2)CC1CCO (stereo not given)	104	6	-8	-3	11	97	95	113
COc1cccc(CNCCNC(=O)c2nonc2N)c1	104	0	-6	-1	0	106	105	106
COc1ccc(-c2ccc(SCC(=O)N3CCCC3)nn2)cc1OC	93	2	0	2	-8	104	104	96
CCOC(=O)N1N=C(c2ccccc2)CC1(O)C(F)(F)F (stereo not given)	100	7	6	10	0	103	90	106
O=C(CCC(=O)c1ccc(Br)cc1)Nc1ccc(F)cc1	111	2	3	3	-3	104	104	106
COc1cccc(N2CCN(Cc3nc(N)nc(Nc4ccccc4)n3)CC2)c1	104	-1	1	1	9	104	96	103
O=C1CC(c2ccccc2Cl)c2c(sc3c(=O)[nH]c(CCl)nc23)N1 (stereo not given)	94	1	-6	8	-3	101	106	96
COc1ccc(NC(C)=O)cc1S(=O)(=O)Nc1ccc(OCc2ccccc2)cc1	105	1	2	-9	4	90	98	95
COc1ccc(CCNC(=O)c2c(O)c3cccc4c3n(c2=O)CC4)cc1OC	91	3	-5	2	6	88	99	98
O=C(C1CCCN(S(=O)(=O)c2ccc(Cl)cc2)C1)N(Cc1cccs1)C1CC1 (stereo not given)	97	-1	-14	-2	-4	103	95	98
CN(C)CCCNc1ccc(-c2n[nH]c(=O)c3ccccc23)cc1[N+](=O)[O-]	113	0	1	4	-2	83	100	105
O=S(=O)(c1ccc2c(c1)OCCO2)N1CCN(S(=O)(=O)c2ccco2)CC1	100	0	7	3	9	94	122	101
CCc1c(C(=O)N/N=C/c2cccs2)nnn1-c1nonc1N	102	17	14	10	-13	93	122	102
CN(C)c1cccc(C(=O)OCC(=O)NCC2CCCO2)c1 (stereo not given)	108	7	4	-3	-7	98	102	100
CCCn1cnnc1CNC(=O)C1CCC(=O)N(CCc2cccc(F)c2)C1 (stereo not given)	93	0	-3	4	4	93	106	100
CCCNC(=O)C1Cc2cc(S(=O)(=O)N3CCCC3)ccc2N1C(C)=O (stereo not given)	107	1	2	0	9	114	113	101
O=c1ccn(Cc2ccccc2)c2ccccc12	97	0	2	-1	-11	87	97	96
O=C(O)CCSCCCN1C(=O)c2cccc3cccc(c23)C1=O	109	49*	2	2	-10	100	89	112
COC(=O)C1=C(C)NC(C)=C(C(=O)OC)C1C1CC=CCC1 (stereo not given)	102	17	12	-7	-8	100	114	102
O=S(=O)(c1ccccc1)c1nc(-c2cccs2)oc1NCc1cccnc1	101	1	7	-1	11	96	102	98
COc1ccc(C(c2nnnn2C2CCCCC2)N2CCN(C)CC2)c(OC)c1 (stereo not given)	109	0	1	4	-4	110	107	99
